EBNA-1 inhibitor: blocks EBNA-1 binding to DNA; EBNA-1 DNA binding, fluorescence polarization; inhibition, % at 14.8 µM; 300,000 tested, 0.34% active; in the data active = inhibition above about 28%
PP1 inh: PP1-alpha (human) inhibition in PP5 counter-screen; inhibition, % at 6.7 µM; 320,000 tested, 0.9% active; purified PP1alpha, OMFP fluorescence; P62136;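 active = inhibition above the mean inhibition of all tested compounds plus 3 SD, computed separately for each screening campaign, cut at about 15% in these data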
Target sequence (P62136 whole entry, looked up): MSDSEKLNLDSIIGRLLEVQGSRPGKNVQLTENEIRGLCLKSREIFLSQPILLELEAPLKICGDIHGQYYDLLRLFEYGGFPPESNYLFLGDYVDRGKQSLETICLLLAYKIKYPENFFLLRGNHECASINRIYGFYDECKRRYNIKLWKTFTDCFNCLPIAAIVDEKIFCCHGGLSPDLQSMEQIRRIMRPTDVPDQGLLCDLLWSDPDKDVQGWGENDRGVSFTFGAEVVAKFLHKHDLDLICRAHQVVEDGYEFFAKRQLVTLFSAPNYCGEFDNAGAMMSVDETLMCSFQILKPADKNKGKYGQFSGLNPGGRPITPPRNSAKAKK
TPT1 inh: blocks Candida albicans tRNA 2'-phosphotransferase | recombinant caTPT1, FP RNA substrate dephosphorylation | inhibition, % at 5 µM | 300,000 tested, 0.81% active;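 active = inhibition above the mean of all tested compounds plus 3 SD, set per screening campaign, cut at about 24% in these data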;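 also: plate controls were DMSO alone for no effect and ferristatin control at 100 nM for full effect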
ZTA counter: counter-screen for EBNA-1 inhibitors: inhibitors of Epstein-Barr virus ZTA. ZTA-DNA binding, fluorescence polarization. inhibition, % at 11 µM. 320,000 tested, 0.15% active; in the data active = inhibition above about 33%
Target sequence (P03206 whole entry, looked up): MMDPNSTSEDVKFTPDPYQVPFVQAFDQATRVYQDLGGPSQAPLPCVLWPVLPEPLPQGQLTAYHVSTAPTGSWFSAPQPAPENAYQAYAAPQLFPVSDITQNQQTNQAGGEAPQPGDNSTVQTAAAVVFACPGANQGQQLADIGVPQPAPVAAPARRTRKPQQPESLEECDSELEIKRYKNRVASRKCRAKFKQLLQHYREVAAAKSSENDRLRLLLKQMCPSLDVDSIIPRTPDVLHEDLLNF
GASC-1 inh: blocks human GASC-1 demethylase activity; Q9H3R0; GST-JMJD2C(1-420) H3K9me3 demethylation, DELFIA europium; inhibition, % at 2.35 µM; 330,000 tested, 0.069% active;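 active = more than half of a compound's replicate wells show inhibition beyond 50%, single wells judged on their own value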;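 also: signal counts dimethyl H3K9 product captured on neutravidin plate; 0% = median of DMSO wells and 100% = 0.3 times that DMSO median; strong numbers were not always called active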
Target sequence (Q9H3R0 1-420 limits assumed): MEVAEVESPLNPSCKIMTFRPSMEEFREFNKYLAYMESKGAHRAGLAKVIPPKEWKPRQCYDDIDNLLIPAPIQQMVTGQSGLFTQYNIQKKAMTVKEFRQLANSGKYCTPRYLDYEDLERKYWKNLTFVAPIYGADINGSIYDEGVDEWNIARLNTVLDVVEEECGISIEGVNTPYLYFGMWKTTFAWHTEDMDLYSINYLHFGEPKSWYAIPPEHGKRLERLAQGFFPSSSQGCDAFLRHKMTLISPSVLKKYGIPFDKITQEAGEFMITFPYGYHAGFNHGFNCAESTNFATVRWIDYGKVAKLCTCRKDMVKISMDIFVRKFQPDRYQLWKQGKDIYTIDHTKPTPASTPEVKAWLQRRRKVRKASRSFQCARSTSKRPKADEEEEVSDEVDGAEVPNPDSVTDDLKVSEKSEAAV
Fh CTSL1 inh: blocks F. hepatica cathepsin L1 in PFM18AAP counter-screen | recombinant F. hepatica cathepsin L1, Z-Leu-Arg-MCA fluorescence | inhibition, % at 5.96 µM | 300,000 tested, 0.49% active | AID 1906;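 active = inhibition above the mean of all tested compounds plus 3 SD, set per screening campaign, cut at about 17% in these data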;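 also: 0% = plate median of test compound wells and 100% = 1 µM Z-Phe-Ala-diazomethylketone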
Yeast superoxide: lowers age-related superoxide in aged yeast cells | 330,000 tested, 0.18% active | S. cerevisiae aged cells, superoxide DHE fluorescence; stronger effect = lower value | superoxide response (% of plate mean), % at 10 µM;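 active = superoxide response under a set limit, about three screen SD below normal, cut at about 65% in these data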;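 also: yeast aged for seven days with compound at 30 °C before DHE staining; 100% = average MFI of all compound-treated wells on the plate with controls excluded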
PP5 inh: inhibitors of human protein phosphatase 5 (PP5); 320,000 tested, 0.18% active; AID 1987; P53041; purified PP5c, OMFP substrate fluorescence; inhibition, % at 6.7 µM;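 active = inhibition above the campaign's mean inhibition across all tested compounds plus 3 SD, cut at about 9.5% in these data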;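 also: 0% = DMSO only and 100% = 100 µM cantharidin control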
HCV core dimer: blocks dimerization of HCV core protein; TR-FRET GST/Flag-core106 dimerization, 1536-well; inhibition, % at 5 µM; 300,000 tested, 0.33% active; AID 1899;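 active = inhibition above the mean of all tested compounds plus 3 SD, set per screening campaign, cut at about 45% in these data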
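System – GST-tagged and Flag-tagged HCV core protein residues 1-106 · Repeats – one well for each compound · Technique – TR-FRET 671 and 617 nm emission · Doses – one concentration, 5 µM, in 0.5% DMSO · Times – 4 h, 22.5 °C incubation · Also added – Eu donor and XL665 acceptor anti-tag antibodies · Measure – percent inhibition of core106 dimerization signal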
* = called active by the depositor; & = joins results of further samples.

`COc1cccc(/C=C/C(=O)Nc2ccc3c(c2)OCCO3)c1` gave EBNA-1 inhibitor 7, PP1 inh 8, TPT1 inh -4, ZTA counter -22, GASC-1 inh -2, Fh CTSL1 inh 1, Yeast superoxide 102, PP5 inh 4.5 and HCV core dimer -19.
`Cc1nnc(SCc2ccon2)n1-c1ccccc1` gave EBNA-1 inhibitor 2, PP1 inh -1, TPT1 inh 0, ZTA counter 7, GASC-1 inh 12&-17, Fh CTSL1 inh -4, Yeast superoxide 88, PP5 inh 1.8 and HCV core dimer 2.
For CCN1C(=O)C2(C(C#N)=C(N)Oc3n[nH]c(-c4ccccc4)c32)c2ccccc21 (stereo not drawn) the results were EBNA-1 inhibitor -7, PP1 inh -2, TPT1 inh 3, ZTA counter -7, GASC-1 inh 1, Fh CTSL1 inh 7, Yeast superoxide 106, PP5 inh -2.0 and HCV core dimer -2.
For COc1ccc(C(=O)N/C(=C\c2cn(S(=O)(=O)N(C)C)c3ccccc23)C(=O)N2CCOCC2)cc1 the results were EBNA-1 inhibitor 7, PP1 inh -1, TPT1 inh -4, ZTA counter -6, GASC-1 inh 1, Fh CTSL1 inh 0, Yeast superoxide 105, PP5 inh 1.3 and HCV core dimer -6.
`Cc1cc(N2C(=O)C(=O)/C(=C(/O)c3ccccc3)C2c2cccs2)no1` (stereo not drawn) gave EBNA-1 inhibitor -4, PP1 inh -1, TPT1 inh 0, ZTA counter -3, GASC-1 inh -2, Fh CTSL1 inh -2, Yeast superoxide 119, PP5 inh -3.4 and HCV core dimer 1.
Cc1ccccc1NC(=O)c1ccc(Cl)c(NC(=O)c2cccnc2)c1 was read as EBNA-1 inhibitor 5, PP1 inh -4, TPT1 inh -3, ZTA counter -12, GASC-1 inh 3, Fh CTSL1 inh 0, Yeast superoxide 95, PP5 inh 0.4 and HCV core dimer 0.
Screening CSc1ccccc1NC(=O)CN(C)C(=O)CNc1ccc(C(F)(F)F)cc1[N+](=O)[O-] returned PP1 inh -6, ZTA counter 16, GASC-1 inh 9, Yeast superoxide 92 and PP5 inh -2.0.
`COc1ccccc1NC(=O)CCS(=O)(=O)c1ccccc1` gave EBNA-1 inhibitor 5, PP1 inh -3, TPT1 inh -1, ZTA counter 23, GASC-1 inh 0, Fh CTSL1 inh 6, Yeast superoxide 105, PP5 inh -1.6 and HCV core dimer -3.
For O=C(NCc1cccnc1)Nc1cccc(F)c1 the results were EBNA-1 inhibitor 12, PP1 inh -4, TPT1 inh 0, ZTA counter 2, GASC-1 inh -4, Fh CTSL1 inh 1, Yeast superoxide 106, PP5 inh 3.1 and HCV core dimer -3.
For CCOC(=O)NC(=O)C(/C=N/c1sccc1C(=O)OC)=C(\C)O the results were EBNA-1 inhibitor -1, PP1 inh -4, TPT1 inh 2, ZTA counter 7, GASC-1 inh 4, Fh CTSL1 inh 1, Yeast superoxide 100, PP5 inh -1.5 and HCV core dimer 0.
For Cc1cc(C)c2nc(SCC(=O)NNC(=O)c3ccco3)c(C)cc2c1 the results were EBNA-1 inhibitor -15, PP1 inh -2, TPT1 inh 1, ZTA counter -11, GASC-1 inh 3, Fh CTSL1 inh -2, Yeast superoxide 98, PP5 inh 3.3 and HCV core dimer 3.
For CN(C)c1ccc(CNn2cnnc2SCC(=O)NC(C)(C)C)cc1 the results were EBNA-1 inhibitor -2, PP1 inh -2, TPT1 inh -3, ZTA counter -8, GASC-1 inh 7, Fh CTSL1 inh -1, Yeast superoxide 100, PP5 inh -1.2 and HCV core dimer -2.
Screening CCOc1ccc(OCC(=O)OC(C)C(=O)Nc2ccc(Cl)cn2)cc1 (stereo not drawn) returned EBNA-1 inhibitor 0, PP1 inh -3, TPT1 inh 2, ZTA counter 4, GASC-1 inh -2, Fh CTSL1 inh -15, Yeast superoxide 103, PP5 inh 2.0 and HCV core dimer 1.
Screening Cc1cc(C)cc(N(C(=O)CNC(=O)c2ccco2)C(C(=O)NC2CCCC2)c2cccnc2)c1 (stereo not drawn) returned EBNA-1 inhibitor 5, PP1 inh -4, TPT1 inh -4, ZTA counter 15, GASC-1 inh -4, Fh CTSL1 inh -2, Yeast superoxide 85, PP5 inh -1.8 and HCV core dimer -1.
`Nc1ccc2c(c1)nnn2-c1ccccc1` gave EBNA-1 inhibitor 3, PP1 inh 1, TPT1 inh 1, ZTA counter -8, GASC-1 inh 1, Fh CTSL1 inh -2, Yeast superoxide 89, PP5 inh -0.6 and HCV core dimer -1.
For O=C(NCc1ccco1)c1cccc(NC(=O)c2ccco2)c1 the results were EBNA-1 inhibitor 0, PP1 inh -3, TPT1 inh 1, ZTA counter -6, GASC-1 inh 2, Fh CTSL1 inh -2, Yeast superoxide 98, PP5 inh 2.5 and HCV core dimer 7.
Screening Cc1csc(SCC(=O)NC(C)C2CC3CCC2C3)n1 (stereo not drawn) returned EBNA-1 inhibitor -15, PP1 inh -1, TPT1 inh -2, ZTA counter -13, GASC-1 inh -2, Fh CTSL1 inh -2, Yeast superoxide 87, PP5 inh -0.7 and HCV core dimer -12.
Screening COc1ccc(CCNC(=O)C(=O)c2c(C)[nH]c3ccccc23)cc1 returned EBNA-1 inhibitor -4, PP1 inh -2, TPT1 inh -2, ZTA counter 15, GASC-1 inh -4, Fh CTSL1 inh 0, Yeast superoxide 93, PP5 inh 3.1 and HCV core dimer 1.
CCCCc1ccc(-c2nc(NC(=O)C3C4CCC(O4)C3C(=O)O)sc2C)cc1 (stereo not drawn) was read as EBNA-1 inhibitor 5, PP1 inh 75*, TPT1 inh -3, ZTA counter -6, GASC-1 inh 14, Fh CTSL1 inh 1, Yeast superoxide 108, PP5 inh 75* and HCV core dimer 13.
For CCC(C)NCCOc1cccc(Br)c1 (stereo not drawn) the results were EBNA-1 inhibitor 3, PP1 inh -2, TPT1 inh 3, ZTA counter 7, GASC-1 inh 0, Fh CTSL1 inh -2, Yeast superoxide 101, PP5 inh 1.7 and HCV core dimer -3.
`Cc1nonc1C(=O)N/N=C/c1ccncc1` gave EBNA-1 inhibitor 6, PP1 inh -1, TPT1 inh -5, ZTA counter -11, GASC-1 inh -3, Fh CTSL1 inh 3, Yeast superoxide 97, PP5 inh -2.9 and HCV core dimer -3.
O=C(COC(=O)c1cc(Cl)ccc1O)NNC(=O)c1ccc([N+](=O)[O-])cc1 was read as EBNA-1 inhibitor 4, PP1 inh -3, TPT1 inh -1, ZTA counter 4, GASC-1 inh -2, Fh CTSL1 inh -12, Yeast superoxide 105, PP5 inh -0.2 and HCV core dimer 2.
`CCCc1cc2c(cc1NC(=O)c1ccccc1F)OCO2` gave EBNA-1 inhibitor -2, PP1 inh 1, TPT1 inh -4, ZTA counter 3, GASC-1 inh 4, Fh CTSL1 inh 0, Yeast superoxide 100, PP5 inh 0.6 and HCV core dimer 1.
`O=C(O)c1ccc(Cl)c(S(=O)(=O)Nc2ccc3cn[nH]c3c2)c1` gave EBNA-1 inhibitor 12, PP1 inh 6, TPT1 inh -3, ZTA counter -23, GASC-1 inh -20, Fh CTSL1 inh 5, Yeast superoxide 96, PP5 inh 2.7 and HCV core dimer 0.
`CC1CCCN(Cc2c(C(=O)N3CCc4ccccc4C3)nc3ccc(Cl)cn23)C1` (stereo not drawn) gave EBNA-1 inhibitor -8, PP1 inh 1, TPT1 inh -1, ZTA counter -4, GASC-1 inh -19, Fh CTSL1 inh 3, Yeast superoxide 101, PP5 inh -1.9 and HCV core dimer 9.
Cn1nnc2cc(C(=O)N3CCSCC3)ccc21 was read as EBNA-1 inhibitor -5, PP1 inh -3, TPT1 inh -1, ZTA counter -2, GASC-1 inh -3, Fh CTSL1 inh 1, Yeast superoxide 107, PP5 inh 1.1 and HCV core dimer 4.
Screening O=C(CNS(=O)(=O)c1ccc(F)cc1)N1CCCC1 returned EBNA-1 inhibitor 3, PP1 inh -4, TPT1 inh -2, ZTA counter -1, GASC-1 inh -3, Fh CTSL1 inh -3, Yeast superoxide 89, PP5 inh -1.4 and HCV core dimer -2.
For COC(=O)c1c(C(=O)OC)c(-c2ccccc2)n2c1CS(=O)C2 (stereo not drawn) the results were EBNA-1 inhibitor -3, PP1 inh -2, TPT1 inh 0, ZTA counter 17, GASC-1 inh 8, Fh CTSL1 inh -4, Yeast superoxide 106, PP5 inh 2.8 and HCV core dimer -2.
For CC(c1ccco1)N(Cc1ccco1)C(=O)Nc1ccccc1 (stereo not drawn) the results were EBNA-1 inhibitor 10, PP1 inh -4, TPT1 inh 1, ZTA counter 12, GASC-1 inh -12, Fh CTSL1 inh 0, Yeast superoxide 90, PP5 inh 3.4 and HCV core dimer 7.
`COc1ccc(Nc2cc(C(=O)NCCCN3CCOCC3)c3ccccc3n2)cc1OC` gave EBNA-1 inhibitor 4, PP1 inh 4, TPT1 inh 4, ZTA counter 14, GASC-1 inh -3, Fh CTSL1 inh 0, Yeast superoxide 107, PP5 inh 1.2 and HCV core dimer -15.
Screening O=C(COc1ccccc1)Nc1nccs1 returned EBNA-1 inhibitor -4, PP1 inh 1, TPT1 inh 2, ZTA counter -10, GASC-1 inh -3, Fh CTSL1 inh 11, Yeast superoxide 119, PP5 inh 1.3 and HCV core dimer 7.
For COc1ccc(C(=O)NCC2CCCCC2)cc1S(=O)(=O)N1CCCC1 the results were PP1 inh 4, ZTA counter -13, GASC-1 inh 2, Yeast superoxide 134 and PP5 inh 1.6.
For CN(C)c1ccc(C(=S)N2CCOCC2)cc1 the results were EBNA-1 inhibitor 8, PP1 inh -2, TPT1 inh -2, ZTA counter 11, GASC-1 inh 0, Fh CTSL1 inh 0, Yeast superoxide 118, PP5 inh -0.1 and HCV core dimer -3.
`COc1ccccc1CC(=O)Nc1ccc2c(c1)CCC2` gave EBNA-1 inhibitor 4, PP1 inh -5, TPT1 inh -2, ZTA counter 1, Fh CTSL1 inh 2, Yeast superoxide 105, PP5 inh -0.8 and HCV core dimer -2.

A stretch from the list above, as a working copy:
`COc1ccc(Nc2cc(C(=O)NCCCN3CCOCC3)c3ccccc3n2)cc1OC` gave EBNA-1 inhibitor 4, PP1 inh 4, TPT1 inh 4, ZTA counter 14, GASC-1 inh -3, Fh CTSL1 inh 0, Yeast superoxide 107, PP5 inh 1.2 and HCV core dimer -15.
Screening O=C(COc1ccccc1)Nc1nccs1 returned EBNA-1 inhibitor -4, PP1 inh 1, TPT1 inh 2, ZTA counter -10, GASC-1 inh -3, Fh CTSL1 inh 11, Yeast superoxide 119, PP5 inh 1.3 and HCV core dimer 7.
For COc1ccc(C(=O)NCC2CCCCC2)cc1S(=O)(=O)N1CCCC1 the results were PP1 inh 4, ZTA counter -13, GASC-1 inh 2, Yeast superoxide 134 and PP5 inh 1.6.
For CN(C)c1ccc(C(=S)N2CCOCC2)cc1 the results were EBNA-1 inhibitor 8, PP1 inh -2, TPT1 inh -2, ZTA counter 11, GASC-1 inh 0, Fh CTSL1 inh 0, Yeast superoxide 118, PP5 inh -0.1 and HCV core dimer -3.
`COc1ccccc1CC(=O)Nc1ccc2c(c1)CCC2` gave EBNA-1 inhibitor 4, PP1 inh -5, TPT1 inh -2, ZTA counter 1, Fh CTSL1 inh 2, Yeast superoxide 105, PP5 inh -0.8 and HCV core dimer -2.

From PubChem BioAssay
